CRFBP-R2 agonist: CRF-BP/CRF-R2 complex agonism; activation, % at 13.2 µM; actives 0.46% (n = 350,000); HEK293 CRF-R2/CRF-BP, calcium dye fluorescence (FLIPR); percent of saturating CRF peptide response; AID 588473;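 active = activation of at least 50%, plus an integration ratio under a set limit after plate pattern correction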;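 also: plate controls were neutral control wells without compound for no effect and CRF at EC100 for full effect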
M1 PAM parental: nonselective activator or artifact in parental CHO-K1 calcium assay. ATP EC20, Fluo-8 calcium fluorescence; 0% at ATP EC20, 100% at ATP max. activation, % at 3 µM. actives 0.02% (n = 360,000);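 active = activation above the run cutoff, the mean activation of all test compounds plus 3 SD, cut at about 40% in these data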;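 also: peak over basal fluorescence ratio in a 140 s read after ATP addition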
CHRM5 PAM: potentiates acetylcholine response at human M5 receptor. P08912. CHO-K1 hM5, Fluo-8 calcium, ACh EC20 PAM; 0% = ACh EC20, 100% = ACh EC100. activation, % at 3 µM. actives 0.3% (n = 360,000). AID 624038;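 active = activation above the run cutoff, the mean activation of all test compounds plus 3 SD, cut at about 18% in these data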
Target sequence (P08912 whole entry, looked up): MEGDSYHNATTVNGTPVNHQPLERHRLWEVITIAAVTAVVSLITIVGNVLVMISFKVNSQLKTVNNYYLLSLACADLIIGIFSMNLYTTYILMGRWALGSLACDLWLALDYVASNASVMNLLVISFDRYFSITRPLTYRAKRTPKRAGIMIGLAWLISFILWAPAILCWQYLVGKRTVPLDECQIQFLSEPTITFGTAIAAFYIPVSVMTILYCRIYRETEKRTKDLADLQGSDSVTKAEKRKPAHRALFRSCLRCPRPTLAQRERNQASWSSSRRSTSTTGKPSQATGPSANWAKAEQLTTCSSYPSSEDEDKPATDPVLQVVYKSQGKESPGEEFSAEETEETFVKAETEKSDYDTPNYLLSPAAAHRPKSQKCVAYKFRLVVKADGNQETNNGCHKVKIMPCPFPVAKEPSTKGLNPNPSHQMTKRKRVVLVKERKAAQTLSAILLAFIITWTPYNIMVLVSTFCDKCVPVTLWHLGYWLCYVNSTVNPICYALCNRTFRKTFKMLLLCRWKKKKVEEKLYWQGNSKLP
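Assay system: CHO-K1 hM5 cells / Incubation: Fluo-8 loading 80 min at 37 °C plus 30 min room temperature / Technique: Fluo-8 calcium dye fluorescence, kinetic read / Repeats: single replicate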
CRFR2-BP antag: CRF-BP/CRF-R2 complex antagonism | HEK293 CRF-R2/CRF-BP, CRF-induced calcium fluorescence | inhibition, % at 11.8 µM | actives 0.59% (n = 350,000) | AID 588475;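 active = inhibition of the ligand-induced calcium signal above about 50% at the single tested concentration, limit read from the data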
TAAR1 ag: human TAAR1 agonism. CHO RD-HGA16 TAAR1, Fluo-8 calcium fluorescence; vehicle wells 0%, saturating PEA agonist 100%. activation, % at 3 µM. actives 0.99% (n = 360,000). AID 624467;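 active = activation above the mean activation of all test compounds in the run plus 3 SD, cut at about 38% in these data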
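System: CHO-derived RD-HGA16 cells with stable Gα16 and human TAAR1 / Times: 17-24 h plating, Fluo-8 75 min 37 °C, 30 min RT / Technique: calcium-sensitive Fluo-8 signal, excitation 470-495, emission 515-575 nm / Measure: % activation relative to PEA EC100 response / Benchmarks: DMSO and PEA EC100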
CHRM4 PAM: positive allosteric modulators of human muscarinic M4 receptor; AID 624126; CHO-K1 hM4/Gqi5, Fluo-8 calcium fluorescence, ACh EC20; 0% = ACh EC20, 100% = maximal ACh; actives 0.4% (n = 360,000); activation, % at 3 µM;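 active = activation above its plate's cutoff, the mean activation of sample wells plus 3 SD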; also: some results filed as inactive read as strong as hits
Target sequence (P08173 whole entry, looked up): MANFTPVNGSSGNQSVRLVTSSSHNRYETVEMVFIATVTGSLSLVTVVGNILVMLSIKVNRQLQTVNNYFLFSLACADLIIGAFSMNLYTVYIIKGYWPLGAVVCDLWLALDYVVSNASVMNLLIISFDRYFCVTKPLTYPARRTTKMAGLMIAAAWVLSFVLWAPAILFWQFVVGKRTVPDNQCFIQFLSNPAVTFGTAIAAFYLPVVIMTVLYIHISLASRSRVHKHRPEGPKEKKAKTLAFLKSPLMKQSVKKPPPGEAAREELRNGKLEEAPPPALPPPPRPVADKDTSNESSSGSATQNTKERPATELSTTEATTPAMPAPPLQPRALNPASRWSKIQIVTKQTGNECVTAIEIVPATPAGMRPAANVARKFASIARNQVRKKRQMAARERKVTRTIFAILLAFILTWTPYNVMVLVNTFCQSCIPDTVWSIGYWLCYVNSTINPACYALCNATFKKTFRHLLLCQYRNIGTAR
CHRM5 antagonist: antagonists of human muscarinic M5 receptor (CHRM5); actives 0.59% (n = 360,000); P08912; CHO-hM5 cells, Fluo-8 calcium fluorescence, ACh EC80; inhibition, % at 3 µM; AID 624040;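 active = inhibition above a per-plate cutoff, the mean of that plate's test compounds plus 3 SD, cut at about 27% in these data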;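 also: 0% = acetylcholine EC80 with DMSO and 100% = DMSO without agonist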
TAAR1 antagonist: human TAAR1 antagonism; Q96RJ0; CHO RD-HGA16 TAAR1, Fluo-8 calcium fluorescence, antagonist; inhibition, % at 3 µM; actives 1.5% (n = 360,000); AID 624466;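 active = inhibition above a per-plate cutoff, the mean inhibition of test compounds on that plate plus 3 SD, cut at about 49% in these data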;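 also: 0% = DMSO plus EC80 beta-PEA response and 100% = DMSO alone without agonist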
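Test system: CHO RD-HGA16 cells bearing hTAAR1 | Reagent: β-PEA, EC80 | Compound dosing: 3 µM, single point | Schedule: Dye loading 75 min at 37 °C, then 30 min room temperature | Signal: Calcium fluorescence with Fluo-8 | Evaluation: Percent inhibition of PEA-evoked calcium signal, max/basal emission ratio | Control set: DMSO-only wells and EC80 β-PEA-stimulated wells | Repeats: Singlicate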
CHRM5 agonist: agonists of human muscarinic M5 receptor (CHRM5) | P08912 | CHO-K1 hM5 cells, Fluo-8 calcium fluorescence; 0% DMSO wells, 100% maximal acetylcholine response | activation, % at 3 µM | actives 0.19% (n = 360,000) | AID 624037;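 active = activation above the run's mean over test compounds plus 3 SD, cut at about 23% in these data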;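 also: signal is peak over basal fluorescence ratio across the kinetic read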
The depositor's hits bear a star; · = not tested or not shown.

SMILES	CRFBP-R2 agonist	M1 PAM parental	CHRM5 PAM	CRFR2-BP antag	TAAR1 ag	CHRM4 PAM	CHRM5 antagonist	TAAR1 antagonist	CHRM5 agonist
CC(=O)Nc1ccc(S(=O)(=O)NC(CC(=O)NCCCN2CCOCC2)C(C)C)cc1 (stereo unspecified)	0.8	3	-4	-14	10	-5	2	4	0
COc1ccc2c(c1)C1=NN(/C(C)=C/C(C)=O)C(c3ccc(F)cc3)C1CC2 (stereo unspecified)	0.0	18	1	-25	-3	5	-4	-2	-2
COc1ccc(-c2nnc(SCC(=O)N3CCC(Cc4ccccc4)CC3)o2)cc1OC	-0.9	15	2	-9	1	1	8	18	-1
CC(C)C(=O)Nc1ccc(C(=O)NNC(=O)CCc2ccccc2)cc1	0.6	27	0	8	0	0	0	-10	0
CN(CCN1CCOCC1)C(=O)CC1C(=O)NCCN1Cc1ccccc1F (stereo unspecified)	1.3	-6	2	-8	2	4	3	-38	-2
COc1ccccc1N(CC(=O)NCC1CCCO1)C(=O)CNS(=O)(=O)c1ccccc1 (stereo unspecified)	1.1	13	-1	7	1	-13	6	-5	5
COc1cccc(CNC(=S)Nc2cc(C)ccc2C)c1	0.3	7	-2	3	5	-8	4	17	-6
CCS(=O)(=O)C1=NSC2=NC(=O)/C(=C\c3cc(C)n(-c4cccc(OC)c4)c3C)C(=N)N21	0.1	11	-2	82*	1	-4	4	-11	-1
CCCCCCCC(=O)OC(CN1CCCCCC1)CN1CCCC1=O (stereo unspecified)	-0.8	15	10	-11	6	9	7	9	0
CCOC(=O)N1CCN(c2cc(=O)n(-c3ccccc3Cl)c(=O)[nH]2)CC1	1.9	4	-4	12	1	1	0	-3	3
Cc1ccc(C(=O)/C=C\NCc2ccccc2)cc1	-0.9	-10	2	-2	5	4	0	21	-2
CCCCC(CC)COC(=O)CCCCC(=O)OCC(CC)CCCC (stereo unspecified)	-2.6	0	4	5	7	9	-1	-5	3
C=CCNc1nc(Nc2ccc([N+](=O)[O-])cc2)nc(OCC)n1	48	-6	1	-28	-1	4	-3	-3	0
COC(=O)C1=C(C(C)=O)C(c2ccc(C(=O)OC)cc2)n2nnnc2N1 (stereo unspecified)	-0.7	20	2	7	-3	3	1	-10	-1
O=C(CNc1cccc(S(=O)(=O)N2CCCC2)c1)Nc1cccc(F)c1	0.8	-29	-6	-5	8	2	0	-8	8
CCCCN1C(=O)c2ccc(C(=O)Nc3cccc(C)c3C)cc2C1=O	0.2	15	5	0	9	18	1	-8	1
O=C(Nc1ccc2oc(-c3ccc(F)cc3)nc2c1)c1ccccc1F	0.8	-3	0	-24	13	-5	2	-14	1
N#CCCN(C(=S)NC(=O)C1CCCCC1)c1ccccc1F	0.6	-4	-9	13	2	8	16	-17	0
Cc1ccc(NC(=O)CN(C)C(=O)CCC(=O)N2CCOCC2)cc1	0.8	11	-1	8	1	-4	5	-15	1
COc1ccc(NC(=O)CCN2C(=O)C3CC=C(Cl)CC3C2=O)cc1 (stereo unspecified)	0.8	17	-5	-11	4	5	-5	-14	0

3 compounds from above, showing only CHRM5 antagonist, CRFR2-BP antag and CHRM4 PAM.
Molecule | CHRM5 antagonist | CRFR2-BP antag | CHRM4 PAM
Cc1ccc(C(=O)/C=C\NCc2ccccc2)cc1 | 0 | -2 | 4
COc1ccc(NC(=O)CCN2C(=O)C3CC=C(Cl)CC3C2=O)cc1 (stereo unspecified) | -5 | -11 | 5
COc1ccc2c(c1)C1=NN(/C(C)=C/C(C)=O)C(c3ccc(F)cc3)C1CC2 (stereo unspecified) | -4 | -25 | 5

Further records:
SMILES	CRFBP-R2 agonist	M1 PAM parental	CHRM5 PAM	CRFR2-BP antag	TAAR1 ag	CHRM4 PAM	CHRM5 antagonist	TAAR1 antagonist	CHRM5 agonist
c1cn2cc(-c3ccc(CN4CCOCC4)cc3)ccc2n1	·	-13	-5	·	0	3	8	6	0
CCC(=O)Nc1ccc(/C(C)=N\NC(=O)c2ccc(C)s2)cc1	0.4	19	14	-1	6	3	-14	9	-4
COC(=O)CCC(=O)OC1(C)C(=O)C=C2C=C(C3CC3)N(CCc3ccccn3)C=C2C1=O (stereo unspecified)	0.7	26	-2	-3	14	7	17	-1	2
COc1ccc(N/C(C)=C2/C(=O)C(=O)N(CCO)C2c2ccc([N+](=O)[O-])cc2)cc1 (stereo unspecified)	3.3	15	5	-7	4	8	-3	-17	6
Cc1cccc(OCC(=O)Nc2ccccc2N2CCN(C)CC2)c1	0.1	-7	-5	-19	4	-4	11	-36	-8
CCOC(=O)C1=C(C)Nc2nc(C)nn2C1c1ccc(OC)c(OC)c1 (stereo unspecified)	1.1	18	1	12	1	0	-1	3	-2
CCN(CC)CC(O)Cn1c(-c2cccc(Cl)c2)nc2cc(C)c(C)cc21 (stereo unspecified)	1.7	8	10	-19	0	-3	-8	-3	0
Cc1ccccc1NC(=O)Nc1nc(CN)cs1	·	20	1	·	2	5	-4	7	-1
Cc1ccc(N)c([N+](=O)[O-])c1	-2.1	14	2	21	0	6	4	-3	1
O=C(Nc1cc(S(=O)(=O)N2CCCCCC2)ccc1OCC(F)(F)F)c1cnccn1	0.8	7	4	8	5	2	3	26	-1
O=C(/C=C/c1ccccc1)NC(=S)Nc1ccccc1	1.8	-16	-5	-8	-1	-5	-13	8	1
COc1cccc(NC(=O)CN2CCCCCC2)c1	-0.6	-8	4	-4	3	-3	5	-12	0
O=C(CC[C@H]1O[C@@H](n2ccc(=O)[nH]c2=O)[C@H](O)[C@@H]1O)NCc1cccc2ccccc12	·	15	10	·	0	21*	8	-22	-1
Cn1nc(C(C)(C)C)cc1C(=O)NCc1ccc2c(c1)OCO2	-2.3	-5	-11	-7	5	-9	29*	-8	5
COc1cccc(C2=NOC(C(=O)N3CCc4ccccc4C3)C2)c1 (stereo unspecified)	-2.5	23	-3	-6	17	3	0	2	-1
Cc1ccc(S(=O)(=O)Nc2ccc(-c3cn4ccc(C)cc4n3)cc2)cc1	0.4	-10	-4	-6	1	-3	-4	-12	-5
C[C@@H]1[C@H]2[C@@H]3CC[C@@H](C3)[C@H]2CN[C@H]1c1cn(Cc2ccccc2)c2ccccc12	0.6	10	-1	-6	20	-10	4	-16	0
C=CCn1c(NCc2ccco2)nc2ccccc21	-0.1	23	4	12	0	1	8	-28	-5
CC12CCC(=O)N1C(C(=O)O)Cc1c2[nH]c2ccccc12 (stereo unspecified)	0.2	6	13	-14	3	-1	-8	-3	-1
O=[N+]([O-])c1ccc2c([N+](=O)[O-])ccc3c2c1CC3	3.8	-9	-4	-20	0	1	6	2	-1
COc1ccc(C(=O)c2c(C(F)(F)F)oc3c2C(=O)c2ccccc2C3=O)cc1	1.0	18	-7	17	·	1	-13	·	-7
Nc1nnc(SCC(=O)N2CCN(c3ccccc3)CC2)s1	-0.9	26	0	25	11	5	-1	-24	-1
N/C(=N\OC(=O)c1ccc(=O)n(Cc2ccc(Cl)cc2)c1)c1ccccn1	-1.3	15	-1	12	6	-5	-5	5	1
CC(=O)Oc1ccc(-c2cccc(C(=O)Oc3ccccc3)c2)cc1	2.4	1	2	3	1	6	2	16	1
O=C(CCN1C(=O)C2CC=C(Cl)CC2C1=O)N1CCCCC1 (stereo unspecified)	3.9	-3	4	0	0	5	-1	9	-4
CCOC(CNC(=O)c1ccc(CNC(=O)c2ccc(OC)c(OC)c2)cc1)OCC	1.5	7	6	-8	4	-1	-7	-27	5
CCc1cc(=O)oc2cc(OCC(=O)NC3CC(C)(C)NC(C)(C)C3)ccc12	-0.4	4	-5	-2	1	-4	13	-2	-4
COC(=O)CN(C#N)c1nc(OC)nc(N(C)C)n1	-3.1	7	2	34	11	23	-1	8	6
CCOc1ccc(OCCn2ccnc2)cc1	-0.9	26	0	8	4	2	-2	-2	-1
Cc1ccc(C(=O)CCC(=O)OCC(=O)Nc2nnc(-c3ccccc3)o2)cc1	1.0	8	-1	-4	-2	7	3	-10	1
COc1ccc(NC(=O)CN(C)C(=O)c2cc(-c3ccco3)nc3ccccc23)cc1	-0.5	-18	-19	3	13	-8	5	36	5
CC(=O)c1ccc(OCc2ccc(Oc3c(Cl)cccc3[N+](=O)[O-])cc2)cc1	8.8	1	-7	45	3	-3	10	-2	-1
O=C(c1ccc(-n2cccc2)cc1)N1CCN(Cc2ccccc2)CC1	1.2	6	-1	28	2	-2	-1	-7	-2
Cc1ccc(NCC(=O)N/N=C/c2ccc(-c3cccc(C(F)(F)F)c3)o2)cc1	-1.5	25	0	-22	-2	12	7	-4	1
CC(=O)c1ccc(Nc2c([N+](=O)[O-])ccc3nonc23)cc1	-8.5	-3	-3	5	-1	-5	1	-5	-4
Cc1c(C(=O)O)sc(S(=O)(=O)N2CCN(C(=O)Cc3ccccc3)CC2)c1C(=O)O	-2.5	0	6	11	2	5	0	1	1
Cc1cc(N2CCN(c3ccccc3)CC2)nc2ccccc12	-0.8	22	0	10	-1	-5	9	-24	5
CCN(CC(=O)Nc1c(F)cccc1F)C(=O)c1cccc(S(=O)(=O)N2CCCCCC2)c1	-0.3	-1	5	7	0	-2	-3	14	5
CCS(=O)(=O)Nc1cccc(C2=NN(S(C)(=O)=O)C(c3ccccc3)C2)c1 (stereo unspecified)	-1.5	-14	-4	1	15	3	-1	5	-1
CCOC(=O)CSc1nc2cc(C(F)(F)F)cnc2n1C	0.0	14	-1	-9	7	0	10	0	-1

Compounds shown so far containing an NH in an aromatic ring:
SMILES	CRFBP-R2 agonist	M1 PAM parental	CHRM5 PAM	CRFR2-BP antag	TAAR1 ag	CHRM4 PAM	CHRM5 antagonist	TAAR1 antagonist	CHRM5 agonist
CCOC(=O)N1CCN(c2cc(=O)n(-c3ccccc3Cl)c(=O)[nH]2)CC1	1.9	4	-4	12	1	1	0	-3	3
O=C(CC[C@H]1O[C@@H](n2ccc(=O)[nH]c2=O)[C@H](O)[C@@H]1O)NCc1cccc2ccccc12	·	15	10	·	0	21*	8	-22	-1
CC12CCC(=O)N1C(C(=O)O)Cc1c2[nH]c2ccccc12 (stereo unspecified)	0.2	6	13	-14	3	-1	-8	-3	-1

Remaining list, next part.
SMILES	CRFBP-R2 agonist	M1 PAM parental	CHRM5 PAM	CRFR2-BP antag	TAAR1 ag	CHRM4 PAM	CHRM5 antagonist	TAAR1 antagonist	CHRM5 agonist
NC1=NC(=O)CC(C(=O)NCCc2ccccc2)S1 (stereo unspecified)	-1.6	16	4	-3	14	5	3	-7	-3
COc1ccc(NC(=O)CSc2nc3sc(C)cc3c(=O)n2C)cc1	-0.7	16	0	0	-1	3	9	-15	-2
CC(C)C(=O)Nc1nnc(S(=O)(=O)N2CCc3ccccc32)s1	-0.9	26	0	-12	0	1	6	-3	3
O=C(CCCCC(=O)NNC(=O)COc1ccccc1)NNC(=O)COc1ccccc1	1.3	-8	5	6	7	-4	9	-21	-3
O=C(O)c1cncc(C#Cc2ccccc2)c1	0.9	-6	-3	12	0	-7	1	2	-1
O=C(c1ccc2ccccc2c1)N1CCN(S(=O)(=O)/C=C/c2ccccc2)CC1	0.3	-2	-2	-18	5	-1	-21	10	5
Nc1nc(SCC(=O)N2CCCC2)[nH]c(=O)c1-c1ccccc1	0.2	3	-4	-3	3	-1	-3	2	-5
